From PubChem BioAssay
HTT cytoprotect – cytoprotection in Huntington HTT-Q103 PC12 cell model; PC12 HTT-Q103 induced, cytoprotection, ATP luminescence, 40 h; Potency, µM (series often up to 56.4 µM), for the others: cytoprotection (ATP increase), hits mostly activators; hit rate 0.14% among 230,000; AID 1471;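 note: % of control where 0% means no effect; nearly all actives have a fitted effect of over 45% in size; toxic huntingtin expression switched on by the ecdysone agonist tebufenozide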
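Compounds were screened for protection of PC12 cells against cell death after tebufenozide induction (100 nM final) of mutant Huntingtin exon 1 (Q103) fused to GFP.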
IMPase Li cell – IMPase inhibition in cells with lithium potentiation | CHO-M1 cells, IP1 TR-FRET (IP-One), carbachol + lithium | Potency, µM (titrated, usually from 59.4 µM), for inactives: at the highest dose activity, negative = IMPase inhibition, usual class: inhibitors | hit rate 0.35% among 210,000 | AID 1457;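 note: IP1 builds up when IMPase is blocked and the TR-FRET signal falls; plate controls were basal vehicle for no effect and high inhibitor control for full effect; nearly all actives have a fitted effect of over 50% in size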
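IP1 accumulation measured by competitive TR-FRET in lysed CHO-M1 cells after 30 min compound exposure at 37C, with a small lithium addition to potentiate weak responses. Hill-equation AC50 from ratio and donor-channel data.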
GAA inh – inhibitors of human lysosomal alpha-glucosidase; purified human GAA, 4-MU-alpha-glucoside fluorescence; AID 1466; Potency, µM (top dose mostly 76.9 µM), without a hit: at the highest dose activity change, negative = inhibition, hits mostly inhibitors; hit rate 0.005% among 200,000; P10253;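 note: plate controls were uninhibited enzyme wells for no effect and no-enzyme background for full effect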
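Activity normalized between no-enzyme (basal) and enzyme-only wells. Conditions: 4 nM human enzyme, 400 uM fluorogenic substrate, citrate/phosphate pH 5.0 with Tween-20, 20 min room temperature, compounds up to 77 uM.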
GAA spleen mod – lysosomal alpha-glucosidase (human) modulation; P10253; human spleen homogenate, 4-MU-alpha-glucoside fluorescence; Potency, µM (doses to about 79.9 µM), for the others: top-dose activity change, negative = inhibition, hits mostly inhibitors; hit rate 0.006% among 240,000;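 note: 0% = enzyme with vehicle and -100% = no enzyme basal signal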
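Human spleen homogenate (1 ug) with 4-methylumbelliferyl-alpha-D-glucopyranoside (1 mM final) in 50 mM citrate/phosphate pH 5.0, 0.01% Tween-20; 40 min at 37 C. Stopped at pH 10; 4-MU fluorescence Ex 365/Em 440 nm; AC50 by Hill fit.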
RGS12 GoLoco inh – RGS12 GoLoco-Gai1 interaction inhibition. Gai1:RGS12 GoLoco peptide FP, rhodamine, 10 min. Potency, µM (highest dose often 61.6 µM), for inactives: top-dose activity, negative = inhibition, most hits filed as inhibitors. hit rate 0.44% among 230,000; active = well fitted inhibition curve with a large enough effect, not every such curve was filed as active; inactive = no such curve, though single readings can be large or run the other way; note: % is set by controls: 0 for no effect and ±100 for the full control effect; nearly all actives have a fitted effect of over 30% in size; many of its hits are not listed in these tables
Target sequence (P63096 whole entry, looked up): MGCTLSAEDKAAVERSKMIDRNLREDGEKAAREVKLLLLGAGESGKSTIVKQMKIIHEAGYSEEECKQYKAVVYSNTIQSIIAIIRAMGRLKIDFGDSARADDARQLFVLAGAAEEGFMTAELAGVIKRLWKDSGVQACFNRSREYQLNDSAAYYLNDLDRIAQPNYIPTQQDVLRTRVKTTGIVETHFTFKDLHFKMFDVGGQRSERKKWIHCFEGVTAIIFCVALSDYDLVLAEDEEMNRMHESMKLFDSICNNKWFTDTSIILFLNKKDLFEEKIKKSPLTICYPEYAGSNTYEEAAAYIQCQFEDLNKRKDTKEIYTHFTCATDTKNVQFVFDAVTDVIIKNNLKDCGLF
HTT aggregate – mutant huntingtin aggregation inhibition; PC12 HttQ103-GFP aggregates, Acumen cytometry, 40 h; Potency, µM (doses to about 46.1 µM), for inactives: top-dose activity change, negative = inhibition, actives largely listed as inhibitors; hit rate 1.1% among 220,000; AID 1688; note: % is set by controls: 0 for no effect and ±100 for the full control effect; nearly all actives have a fitted effect of over 60% in size
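PC12/HTTQ103-GFP, ecdysone-inducible; teb 100 nM; cpd qHTS titration; GFP aggregates read on laser cytometer, Ex 488/Em 500-530 nm.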
GAA glycogen mod – inhibitors or activators of human alpha-glucosidase glycogen cleavage; hit rate 0.38% among 300,000; P10253; Potency, µM (series often up to 76.4 µM), inactives show at the highest dose activity change, negative = inhibition, most hits filed as inhibitors; AID 2100; recombinant GAA, glycogen substrate, Amplex Red glucose oxidase fluorescence;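 note: 0% = full enzyme reaction and -100% = no-enzyme basal signal; the screen sought inhibitors and activators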
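Recombinant human enzyme (4 nM); glycogen substrate; 37 C, 40 min, pH 5.0. Readout: coupled glucose oxidase/Amplex Red fluorescence.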
Numbers without * were called inactive; ? = inconclusive; / = no result given; & = joins results of further samples; [ ] = another dose, or the depositor's remark. Unless noted, calls come from the whole dose curve; as a rule, active = well fitted curve in the direction sought with a large enough effect; inconclusive = small, poorly fitted or top-dose-only effect, or another doubt; inactive = no such curve, though single readings can be large; an effect the other way counts as inactive or inconclusive. Potency is the fitted concentration of half-maximal effect.

SMILES	HTT cytoprotect	IMPase Li cell	GAA inh	GAA spleen mod	RGS12 GoLoco inh	HTT aggregate	GAA glycogen mod
CC(C)c1nc(Cl)c(C#N)c2c1CCCC2	24%[10 µM]	1%	1%	-2%	8%	?	-7%
CCOC(=O)N1CCN(C(=O)C2CCN(Cc3cccc(OCc4ccccc4)c3)CC2)CC1	2%[10 µM]	12%	-3%	-4%	-2%	?	-3%
O=C(COc1ccccc1)Nc1cccc2c1CCCC2	2%	3%[38.3 µM]	-1%	-9%	-17%	1%	2%
COc1ccc([N+](=O)[O-])cc1NC(=O)CC(c1ccccc1)c1ccccc1	21%[10 µM]	13%	4%	-1%	4%	0%	0%
CCn1c(SCC(=O)Nc2cc(NC(C)=O)ccc2OC)nnc1-c1ccncc1	-1%	28%[38.3 µM]	-3%	2%	2%	18%	3%
CCO[C@H]1OC(C(=O)NC2CC2)=C[C@@H](c2coc3ccccc3c2=O)[C@@H]1CCCO	13%[10 µM]	0%	/	11%	-6%	-6%[9.22 µM]	-9%
CN1CC(c2ccccc2)C2(COc3ccccc3C2=O)C12C(=O)Nc1ccccc12 (stereo not drawn)	-16%	7%[38.3 µM]	-2%	-15%	-1%	-17%	-7%
Cc1cc2c(c(=O)n1Cc1ccccn1)C(c1ccc3c(c1)OCO3)C(C#N)=C(N)O2 (stereo not drawn)	5%	8%[38.3 µM]	-3%	2%	1%	3%	-3%
CCn1cc(C(=O)NCCc2ccccc2)c(=O)c2cc(F)c(N3CCN(C)CC3)cc21	-7%[1.9 µM]	15%[38.3 µM]	-13%	-7%	12%	11%	-1%
CCOC(=O)C1(CCc2ccccc2)CCN(C2Cc3ccccc3C2)CC1	-7%[10 µM]	19%	1%	4%	8%	-22%[9.22 µM]	-10%
O=C(NCc1ccco1)c1cc(S(=O)(=O)N2CCCc3ccccc32)ccc1Cl	10%	46%[38.3 µM]	-11%	-18%	1%	-17%	7%
CCc1nn2c(NCCOC)cc(C)nc2c1-c1ccc(F)cc1	-52%[inhibitor]	9%	5%	-1%	1%	-33%	4%
Nc1ccc2nc(CCCCCCCCc3nc4ccc(N)cc4[nH]3)[nH]c2c1	-19%	25%	-2%	-1%	18%	25%	3%
COc1ccc(OC(C)C(=O)Nc2ccc([N+](=O)[O-])cc2)cc1 (stereo not drawn)	-27%	2%	-5%[15.4 µM]	-8%	7%	1%	1%
CCN1CCN(Cc2nc3c(c(=O)n(C)c(=O)n3C)n2Cc2cccc3ccccc23)CC1	-21%[0.074 µM]	13%[38.3 µM]	?	1%	4%	0%	-5%
O=C(NCc1ccc2c(c1)OCO2)c1ccc(NC(=O)C2CCCO2)cc1 (stereo not drawn)	-16%	5%[38.3 µM]	0%	0%	3%	-8%	-3%
COC(=O)c1csc(C(=O)c2c[nH]c3ccccc23)n1	29%	-1%	/	1%&-6%	10%	/	/
Cc1ccc(NC(=O)c2oc3ccccc3c2NC(=O)C2CCCO2)cc1C (stereo not drawn)	-119%[inhibitor]	10%	-18%	/	-7%	?	-3%
CCOC(=O)c1sc2ncnc(NCc3ccco3)c2c1C	-13%	?	-1%	5%	90%[activator]	1%[1.84 µM]	-4%
Cc1cccc(C)c1NC(=O)C(NC=O)c1ccccc1 (stereo not drawn)	-27%	-16%[38.3 µM]	-2%	2%	-10%	-14%	-3%
COCC(C)OC(=O)/C(C#N)=C\c1coc2ccc(C)cc2c1=O (stereo not drawn)	/	7%	7%	-9%	22%	2%	0%
O=C(CCN1C(=O)CSC1=O)Nc1ccccc1	15%[10 µM]	10%[38.3 µM]	2%	7%	-1%	-2%	4%
O=C(NCCCN1CCOCC1)c1cnn2c(-c3ccccc3)cc(-c3ccccc3)nc12	-25%	20%[38.3 µM]	8%	-6%	5%	-10%[9.22 µM]	-4%
COc1ccc(-c2nnc3sc(-c4ccco4)nn23)cc1OC	-15%[0.074 µM]	-23%[38.3 µM]	-4%	-4%	18%	0%	0%
O=C1c2cccnc2C(O)N1Cc1cccs1 (stereo not drawn)	2%	-13%[38.3 µM]	4%	8%	-12%	1%	0%
CCOC(=O)/C(=N\Nc1cc(Cl)ccc1Cl)N1CCOCC1	-26%	31%[activator]	-4%	/	14%	2%	?
C[C@H]1Cc2c(COc3ccccc3)nc3c(c2CO1)CN(C(=O)c1cc(I)ccc1F)CC3	-7%[10 µM]	12%	/	-6%[17.4 µM]	-1%[14.2 µM]	/	/
CCCNC(=O)c1[nH]c(C)c(C(=O)OCC)c1C	20%[1.9 µM]	-6%	-2%	3%	-14%	-1%	10%
COc1ccc(OC)c(N(CC(N)=O)S(=O)(=O)c2ccc(OC)c(OC)c2)c1	-4%	24%[38.3 µM]	-1%	-4%	-5%	16%[9.22 µM]	-7%
COCCNC(=O)c1cc(Sc2nnc(C)s2)nc2ccccc12	-20%[10 µM]	/	/	0%	6%	-21%[9.22 µM]	4%
Cc1nc2ccccc2c(=O)n1/N=C/c1ccc(O)cc1O	-120%[inhibitor]	0%	?	-1%	24%	9%[9.22 µM]	-14%
O=S(=O)(c1cccc2cccc(Cl)c12)N1CCCC1	-24%	-6%	5%	-2%	-4%	7%	6%
O=C(COC(=O)c1cnccn1)c1ccc(OC(=O)c2ccccc2)cc1	1%[10 µM]	-8%[38.3 µM]	-7%	-6%	4%	25%	3%
CCOC(=O)C1=CN(CC2CCCO2)C=C(C(=O)OCC)C1c1ccccc1C(F)(F)F (stereo not drawn)	-28%	9%	?	-4%	11%	1%[9.22 µM]	-23%
CC(C)N(C(=O)COC(=O)CNS(=O)(=O)c1ccccc1F)c1ccccc1	-34%[inhibitor]	-6%	7%	2%	5%	19%	-2%
c1ccc(CN2OCC3Cn4c(nc5ccccc54)C32)cc1 (stereo not drawn)	10%[10 µM]	/	/	4%	-5%	-13%[9.22 µM]	2%
Cn1c(=O)c(C(=O)c2ccccc2)nc2ccccc21	-15%[0.074 µM]	8%[38.3 µM]	0%	-7%	-1%	-5%	-18%
O=C(c1ccc(N2CCN(C3CC(=O)N(c4ccc(F)cc4)C3=O)CC2)cc1)c1cccnc1 (stereo not drawn)	-11%	42%[activator][38.3 µM]	1%	-4%	7%	12%	3%
CC(/C=N/N1C(=O)CSC1=S)=C\c1ccccc1	-14%	5%	-1%	-9%	45%[activator]	20%	?
Cc1ccccc1NC(=O)Cc1ccccc1	-12%[10 µM]	-10%	14%	1%	10%	-2%	-7%
Cc1cc(C(F)(F)F)nn1CC(=O)N1CCOCC1	16%	9%[38.3 µM]	-4%	-1%	-15%	15%	0%
N#Cc1nc(-c2ccccc2F)oc1NCCc1ccccc1	-41%[inhibitor]	0%[38.3 µM]	-8%	0%	43%[activator]	-21%	-25%
CSc1ccc(/C=C(\C#N)C(=O)NC2CCCCC2)cc1	16%[10 µM]	1%	11%	-2%	0%	-9%	10%
CS(=O)(=O)N(CC(=O)Nc1ccc(Cl)c(Cl)c1)C1CCCCC1	-8%	23%[38.3 µM]	-4%	-1%	-1%	23%[9.22 µM]	-11%
CCN(CC)C(=O)N(CC)Cc1ccccc1	3%	9%	7%	3%	2%	22%	-7%
O=C(OCC(=O)N1CCN(c2ccccc2)CC1)c1ccc2ccccc2n1	7%	-2%[38.3 µM]	-6%	9%	-44%	15%	0%
Cc1[nH]c2ccc(-c3n[nH]c(=S)n3-c3ccccc3)cc2c1C	0%[10 µM]	-3%	14%	-1%	3%	?	1%
COc1cc2ccccc2nn1	4%[10 µM]	/	/	-10%	8%	9%[9.22 µM]	1%
CN1CCc2cc3c(cc2C(=O)Cc2ccc4c(c2C1)OCO4)OCO3	-32%[inhibitor][1.9 µM]	32%[activator]	/	10%	-3%	/	/
COc1cc(CNc2nc3ccccc3n2C)cc(OC)c1OC	/	2%	-19%	2%	-13%	-14%	8%
CC(CCc1ccccc1)NC(=O)c1ccc2nc(N3CCOCC3)sc2c1 (stereo not drawn)	-15%	10%	-1%	1%	-14%	-22%	2%
O=C(CCc1c[nH]c2ccccc12)NCc1ccc2c(c1)OCO2	-14%	-15%[38.3 µM]	-13%	-4%	-2%	-10%	-2%
COCCCNC(NC(=O)c1ccc(Cl)cc1)C(Cl)(Cl)Cl (stereo not drawn)	-19%	7%[38.3 µM]	-3%	0%	-1%	-22%	8%
Cc1ccc(Cn2c(=O)cc(C(=O)O)c3ccccc32)cc1	-23%[0.074 µM]	-4%[38.3 µM]	?	-3%	-1%	4%	-4%
CCCNC(=O)Cn1nc([N+](=O)[O-])c([N+](=O)[O-])c1C	7%[10 µM]	-5%	-1%	-7%	-13%	-1%	15%
Cc1cc(/C=N/Nc2ccc([N+](=O)[O-])cn2)c(C)n1-c1ccc(C(=O)O)cc1	-13%	2%	?	-21%	22%	-16%	?
O=C(O/N=C1\CCS(=O)(=O)c2sccc21)C1CC1	-28%	2%	-16%	-1%	-5%	-4%[9.22 µM]	-8%
COc1ccc(NC(=O)Nc2ccc(N(C)C)cc2)cc1	-41%[inhibitor]	24%[38.3 µM]	8%	-3%	-13%	-1%	-19%
NCC[C@H](O)C(=O)N[C@@H]1C[C@H](N)[C@@H](O[C@H]2O[C@H](CN)[C@@H](O)[C@H](O)[C@H]2O)[C@H](O)[C@H]1O[C@H]1O[C@H](CO)[C@@H](O)[C@H](N)[C@H]1O	?	2%	-9%[15.4 µM]	4%	6%&-4%	12%&17%	7%
Cc1ccc(CCNC(=O)CNC(=O)c2cccs2)cc1	-19%	-8%	6%	1%	6%	9%	5%
Cc1ccc(-n2c(CNc3ccc(F)cc3)nnc2SCC(=O)NCc2ccco2)cc1	0%	27%[38.3 µM]	0%	0%	8%	-3%	1%
CCCCCC(=O)N/N=C/c1cccs1	3%	-9%[38.3 µM]	-9%	-1%	12%	-1%	7%

4 successive entries already listed:
SMILES	HTT cytoprotect	IMPase Li cell	GAA inh	GAA spleen mod	RGS12 GoLoco inh	HTT aggregate	GAA glycogen mod
COc1cc(CNc2nc3ccccc3n2C)cc(OC)c1OC	/	2%	-19%	2%	-13%	-14%	8%
CC(CCc1ccccc1)NC(=O)c1ccc2nc(N3CCOCC3)sc2c1 (stereo not drawn)	-15%	10%	-1%	1%	-14%	-22%	2%
O=C(CCc1c[nH]c2ccccc12)NCc1ccc2c(c1)OCO2	-14%	-15%[38.3 µM]	-13%	-4%	-2%	-10%	-2%
COCCCNC(NC(=O)c1ccc(Cl)cc1)C(Cl)(Cl)Cl (stereo not drawn)	-19%	7%[38.3 µM]	-3%	0%	-1%	-22%	8%

A portion of the library (hit frequency here may not be typical).
